RBX1-CUL1 inh: inhibitors of human ROC1-CUL1 ubiquitin ligase activity; 140,000 tested, 0.6% active; E3 ubiquitin-protein ligase RBX1 (Homo sapiens) + Cullin-1 (Homo sapiens), P62877+Q13616; inhibition, % at 10 µM; in vitro K48 di-Ub FRET, acceptor:donor ratio, 45 min; AID 1347404, 2020; in the data active means inhibition above about 25%
Target sequence (P62877 whole entry, looked up): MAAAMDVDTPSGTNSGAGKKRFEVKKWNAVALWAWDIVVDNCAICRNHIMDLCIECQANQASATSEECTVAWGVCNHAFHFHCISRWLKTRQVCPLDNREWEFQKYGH
Target sequence (Q13616 whole entry, looked up): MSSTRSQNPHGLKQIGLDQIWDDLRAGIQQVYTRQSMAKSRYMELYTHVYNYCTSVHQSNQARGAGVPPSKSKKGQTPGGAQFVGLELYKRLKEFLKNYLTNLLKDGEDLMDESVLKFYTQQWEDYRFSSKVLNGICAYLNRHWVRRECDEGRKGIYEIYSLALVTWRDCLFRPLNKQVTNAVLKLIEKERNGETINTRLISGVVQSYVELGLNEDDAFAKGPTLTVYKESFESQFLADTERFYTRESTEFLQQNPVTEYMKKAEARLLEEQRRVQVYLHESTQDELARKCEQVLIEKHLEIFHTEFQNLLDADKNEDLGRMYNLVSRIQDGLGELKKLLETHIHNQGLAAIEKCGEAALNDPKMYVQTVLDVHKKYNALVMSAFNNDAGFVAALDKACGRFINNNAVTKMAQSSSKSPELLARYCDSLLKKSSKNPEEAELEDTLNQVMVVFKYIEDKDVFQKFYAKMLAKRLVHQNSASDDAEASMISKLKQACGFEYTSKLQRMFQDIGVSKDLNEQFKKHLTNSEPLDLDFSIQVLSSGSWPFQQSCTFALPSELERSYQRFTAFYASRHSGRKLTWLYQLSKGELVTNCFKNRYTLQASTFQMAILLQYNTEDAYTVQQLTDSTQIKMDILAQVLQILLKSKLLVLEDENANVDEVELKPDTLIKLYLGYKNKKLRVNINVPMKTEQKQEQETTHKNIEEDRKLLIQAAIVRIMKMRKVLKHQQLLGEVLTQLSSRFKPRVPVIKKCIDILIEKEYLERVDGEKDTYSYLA
Numbers without * were called inactive.

SMILES | RBX1-CUL1 inh
CCC(=O)Nc1sc2c(c1C(=O)Nc1ccccc1C)CCC(C)C2 (stereo not given) | -7
Brc1ccccc1COc1ccc2ccccc2n1 | 6
CCn1nnc2cc(C(=O)Nc3cccc(C(F)(F)F)c3)ccc21 | 9
O=c1cc(C2CCCC2)nc(-c2ccc(CN3CCN4CCCC4C3)cc2)[nH]1 (stereo not given) | -3
Cc1ccc(Cl)cc1NC1=NC(=S)N(Cc2c(F)cccc2F)C12CCCCC2 | -3
CCCOc1ccc(C2=NC(c3ccc(F)cc3)=Nc3ccc(OC)cc3N2)cc1 | 6
Cc1ccc(OCCCCn2c(CCNC(=O)C(C)(C)C)nc3ccccc32)cc1 | 8
c1ccc(C2CNCc3c2ccc2ccccc32)cc1 (stereo not given) | 5
COC(=O)c1ccc(NCn2nnc3ccccc32)cc1 | -6
O=C(Oc1ccccc1N1C(=O)C2C3CCC(C3)C2C1=O)c1ccccc1 (stereo not given) | 1
CC1(C)CC(=O)C2=C(C1)OC1=C(C(=O)CC(C)(C)C1)C2c1cc([N+](=O)[O-])cc([N+](=O)[O-])c1O | 2
O=C(Nc1ccc2c(c1)OCO2)C(Sc1ccccc1)c1ccccc1 (stereo not given) | -2
C/C(=N\NC(=O)C(N)=O)c1ccc(NC(=O)c2cccs2)cc1 | 1
O=C(Nc1cnn(CC(=O)N2CCC(Oc3ccccc3F)CC2)c1)c1ccc2c(c1)OCO2 | -2
COc1ccc(N2CCN(C(=O)c3cc4c(=O)n(Cc5ccco5)ccc4nc3C)CC2)cc1 | 8
COCC(=O)NCc1nc2cccnc2n1Cc1ccc(F)cc1 | 1
CC(NC(=S)NC(=O)c1ccccc1)c1ccccc1 (stereo not given) | -1
CCCC1=NN2C(=N)/C(=C/c3ccc(OC(C)c4ccccc4)cc3)C(=O)N=C2S1 (stereo not given) | -5
COc1ccc(N2CCN(C(=O)c3cc4c(s3)-c3c(C)cccc3OC4)CC2)cc1 | -3
O=c1[nH]c(=O)c2c(-c3ccc4c(c3)OCO4)ccnc2[nH]1 | -3

Quoted at random: 4 compounds from above, in no set order.
SMILES | RBX1-CUL1 inh
COc1ccc(N2CCN(C(=O)c3cc4c(s3)-c3c(C)cccc3OC4)CC2)cc1 | -3
Cc1ccc(OCCCCn2c(CCNC(=O)C(C)(C)C)nc3ccccc32)cc1 | 8
O=c1cc(C2CCCC2)nc(-c2ccc(CN3CCN4CCCC4C3)cc2)[nH]1 (stereo not given) | -3
C/C(=N\NC(=O)C(N)=O)c1ccc(NC(=O)c2cccs2)cc1 | 1

The listing continues:
SMILES | RBX1-CUL1 inh
O=C(Nc1cccc(C(=O)Nc2cccc(Cl)c2)c1)c1ccc(F)cc1 | 3
Cc1cc(C(=O)NC2CCCCCCC2)ccc1[N+](=O)[O-] | -1
O=C(Cn1nnc(-c2ccc(F)cc2)n1)N/N=C/c1cn(CC(=O)Nc2ccc3c(c2)OCO3)c2ccccc12 | -4
CCCc1cc(C(=O)Nc2c(C)cccc2C)n(C)n1 | 2
O=C(N/N=C(\c1ccccc1)c1ccccn1)c1ccccn1 | -9
COc1ccc(-c2nc(N)n(C(=O)c3ccc(Cl)cc3)n2)cc1 | -7
CCOC(=O)NC(Nc1cc(C(F)(F)F)ccc1Cl)C(Cl)(Cl)Cl (stereo not given) | -5
CC(=O)N1N=C(c2ccc(O)cc2)CC1c1ccc(Cl)c(Cl)c1 (stereo not given) | -1
CCOC(=O)C1CCCN(S(=O)(=O)c2cc3c(cc2C)NC(=O)CO3)C1 (stereo not given) | 10
O=C(c1cnsn1)N1CCCC(CNS(=O)(=O)Cc2ccccc2)C1 (stereo not given) | -8
CCCCOC(=O)/C(C#N)=C/c1ccc(-c2cccc(C(F)(F)F)c2)o1 | -3
CCCCSc1nc(CCC)cc(=O)[nH]1 | 2
CCOC(=O)C(NC(=O)CC(C)C)(Nc1sc2c(c1C(N)=O)CCCC2)C(F)(F)F (stereo not given) | -5
Cc1ccc(Cn2cc(S(=O)(=O)c3ccccc3)c(=O)c3cc(F)c(N4CCOCC4)cc32)cc1 | -8
COc1ccc(S(=O)(=O)c2c(Nc3ccc(C)cc3)sc(C(=O)c3ccc4c(c3)OCO4)c2N)cc1 | 3
COC(=O)c1ccccc1NC(=O)COc1ccccc1C(=O)Nc1ccccn1 | 6
Cc1ccc(Sc2ccccc2CC(=O)NC(C)(C)C)cc1 | -1
CC1CCN(C(=O)Cn2c(=O)n(CCCCCC(=O)NCc3ccccc3Cl)c(=O)c3sccc32)CC1 | 0
CCOC(=O)C1CCN(C(=O)c2ncn[nH]2)CC1 | 3
CCc1nnc(NC(=O)COC)s1 | 2
CCCc1cc(=O)[nH]c(Nc2cccc(Cl)c2Cl)n1 | 5
Cc1ccc(C(=O)NC(=S)NC23CC4CC(CC(C4)C2)C3)c(Cl)c1 | 4
Cc1ccccc1CS(=O)(=O)Nc1cccnc1 | 0
COc1cc(C(=O)N2c3ccccc3CCC2C)cc(OC)c1OC (stereo not given) | -4
Cc1ccccc1S(=O)Cc1ccc(C(=O)NCc2ccccc2Cl)o1 (stereo not given) | 6
COc1ccc(CN(C)Cc2ccccc2)c(OC)c1OC | -2
Nc1cccnc1Sc1cccc(Cl)c1 | -12
O=C(Nc1cc(Oc2ccccc2)cc([N+](=O)[O-])c1)c1ccc(OC(=O)c2cc3nc(-c4ccccc4)cc(C(F)(F)F)n3n2)cc1 | -5
O=C(Cn1cc(SCc2cccc(Cl)c2)c2ccccc21)N1CCCCCC1 | -3
O=C(CSc1nnc(-c2cccc(Cl)c2)o1)N1CCc2ccccc21 | 3
CCOC(=O)c1ccc(NC(=O)CC2C(=O)N(c3ccccc3)C(=O)N2Cc2ccc(C)cc2)cc1 (stereo not given) | -7
O=C(CCSc1nnc(-c2ccncc2)o1)Nc1ccccc1Cl | -1
CN1CCN(c2cnn(-c3ccc(Cl)cc3)c(=O)c2Cl)CC1 | 6
O=C(c1ccc(N2CCC(NCc3csc(Cc4ccccc4)n3)CC2)cc1)N1CCOCC1 | 13
CCOc1ccc(NC(=O)NCCCN2CCN(c3ccc(OC)cc3)CC2)cc1 | 1
Cc1cc(OC(C)C(=O)Nc2ccc(S(=O)(=O)Nc3nccs3)cc2)cc(C)c1Cl (stereo not given) | 7
Cc1ccc(N2CC(NC(=O)c3ccc(S(=O)(=O)N4CCCC4)cc3)CC2=O)cc1 (stereo not given) | -1
CCOC(=O)c1c(-c2ccc(OC)c(OC)c2)csc1NC(=O)CSc1nnc2ccccn12 | -4
CCn1cc2nc(SCc3ccc(F)cc3)n(Cc3ccc(Cl)cc3)c(=O)c2n1 | 5
CC(=O)c1cc(-c2ccccc2)n(CCC(=O)Nc2cc(C)cc(C)c2)c1C | 0

Some of these compounds in order of their number in RBX1-CUL1 inh, falling.
compound | RBX1-CUL1 inh
CCCc1cc(=O)[nH]c(Nc2cccc(Cl)c2Cl)n1 | 5
Cc1ccc(C(=O)NC(=S)NC23CC4CC(CC(C4)C2)C3)c(Cl)c1 | 4
O=C(CSc1nnc(-c2cccc(Cl)c2)o1)N1CCc2ccccc21 | 3
CC(=O)c1cc(-c2ccccc2)n(CCC(=O)Nc2cc(C)cc(C)c2)c1C | 0
O=C(Cn1cc(SCc2cccc(Cl)c2)c2ccccc21)N1CCCCCC1 | -3

The list continues.
SMILES | RBX1-CUL1 inh
Cc1cc(C)nc(CNCC2(O)CCCN(CC(C)(C)C)C2=O)n1 (stereo not given) | 5
N#CC12CCCC(=O)N1c1ccccc1S2 (stereo not given) | 3
CCn1nc(C)c2c(-c3ccccc3)cc(=O)n(C(C)C(=O)NCCc3ccccc3)c21 (stereo not given) | 11
CCc1noc(-c2ccc(N3CCCCC3C)c([N+](=O)[O-])c2)n1 (stereo not given) | -9
COc1ccc(N2CCN(C(=O)c3cc(Br)cs3)CC2)cc1 | -7
COc1ccc(N2CCN(C(=O)c3csc(C)c3)CC2)cc1 | -1
Cc1nc(N2CCCC2)nc2c1C(=O)CC(/C=C/c1ccccc1)C2 (stereo not given) | 9
COC(=O)CSc1nnc(C2CC2)n1C(C)C | -2
CCCCOc1ccc(CNC(=S)N/N=C/c2ccc(OC)c(OC)c2)cc1 | 1
CCOC(=O)/C(C#N)=N/Nc1ccc2nc(C)[nH]c2c1 | 6
Cc1ccc(-n2c(SCC(N)=O)nc3c(oc4ccccc43)c2=O)cc1 | 3
Cc1ccc(C2C=NN(c3ccc(Br)cc3)C2=O)cc1 (stereo not given) | 5
Cn1c(=O)[nH]c(=O)c2c(-c3cccc4ccccc34)ccnc21 | 7
CCCCSc1nc2cc(C)c(C)cc2[nH]1 | -6
O=c1c2cn[nH]c2[nH]c(=S)n1-c1ccccc1 | -1
CCOc1ccccc1NC(=O)C1C(C)=NC(=O)NC1c1c(OC)ccc2ccccc12 (stereo not given) | 3
COc1ccccc1CN1CCC(C(Cc2ccccc2F)N(C)C(=O)c2ccoc2C)CC1 (stereo not given) | 12
O=C(c1ccco1)N1CCC(C2CCN(Cc3cccnc3)CC2)C1 (stereo not given) | -7
CC1=NC(=O)CC(c2ccccc2Cl)C1C(=O)OCc1ccc(C)cc1 (stereo not given) | 1
CCOC(=O)c1ccc(NC(=S)NC(C)=O)cc1 | 0
Cc1nc2nc[nH]n2c(=O)c1Cc1cccc(Cl)c1 | -14
COc1ccc(-c2[nH]ncc2/C=C(/C#N)C(=O)NC2CCCCC2)cc1 | 3
CC1=Cc2ccccc2C2(C#N)C(=S)N(c3ccc(F)cc3)C(=O)N12 (stereo not given) | -1
COc1ccc2c(Sc3ccc(C)cc3)c(C(=O)NC(C)c3ccccc3)[nH]c2c1 (stereo not given) | 4
Cc1ccc(NC(=O)C2CCCN(c3nnc(-n4c(C)ccc4C)s3)C2)cc1Cl (stereo not given) | 0
COc1ccc2c(c1)C=C(C(=O)NCc1cc(Br)ccc1OC)CO2 | -2
COc1ccc(C(=O)Nc2ccc(C(=O)OC(C(=O)c3ccc(C)cc3)c3ccccc3)cc2)cc1 (stereo not given) | -3
Cc1cc(C)cc(NC(=O)Nc2cccs2)c1 | 4
C[N+](C)(C)CC/C=C1/c2ccccc2CSc2ccccc21 | -2
O=C(Oc1ccc(NS(=O)(=O)c2ccccc2)cc1Br)c1ccccc1 | -2
CC(=O)Nc1cc(NC(C)=O)c(Cl)nc1Cl | -1
Nn1c(=S)[nH]nc(/C=C/c2ccco2)c1=O | 96*
O=C1NC(=O)N(c2ccc(Cl)cc2)C(=O)/C1=C/c1cccs1 | 3
COC(=O)c1ccc(OCC(=O)NC2CCCCC2)cc1 | -4
COc1cccc(-c2ccc(NC(=O)C3CCCN3C3CCN(C)CC3)cc2)c1 (stereo not given) | -4
COc1ccc(N(C)C(=O)c2cc(F)c(Cl)nc2Cl)cc1 | -7
Cc1noc(C)c1C(=O)NC(C)c1ccc(C(C)(C)C)cc1 (stereo not given) | -6
Cc1ccc(CNC(=O)c2nnn(-c3cc(C)cc(C)c3)c2C)cc1 | 14
Cc1nnsc1C(=O)N1CCCC(Nc2ccc3c(c2)OCCO3)C1 (stereo not given) | 8
CSc1ncccc1C(=O)N1CCCC(Cn2cc(CO)nn2)C1 (stereo not given) | 10

A portion of the results above, for reference:
SMILES | RBX1-CUL1 inh
CCC(=O)Nc1sc2c(c1C(=O)Nc1ccccc1C)CCC(C)C2 (stereo not given) | -7
Brc1ccccc1COc1ccc2ccccc2n1 | 6
CCn1nnc2cc(C(=O)Nc3cccc(C(F)(F)F)c3)ccc21 | 9

Three structures out of the list, ordered by SMILES length, smallest number first:
SMILES | RBX1-CUL1 inh
COC(=O)c1ccc(OCC(=O)NC2CCCCC2)cc1 | -4
C[N+](C)(C)CC/C=C1/c2ccccc2CSc2ccccc21 | -2
Cc1nnsc1C(=O)N1CCCC(Nc2ccc3c(c2)OCCO3)C1 (stereo not given) | 8

The results go on:
SMILES | RBX1-CUL1 inh
CN(C)S(=O)(=O)N1CCC(C(=O)Nc2ccc(F)cc2F)CC1 | -7
O=S(=O)(Nc1cccc(-c2ccc(N3CCCCCC3)nn2)c1)c1cccc(F)c1 | -1
CC(C)Sc1cc(N2CCCC2)nc(-c2ccc(F)cc2)n1 | -1
COc1cccc(-c2noc3c2CN(Cc2ccc4c(c2)CCO4)CC3)c1 | 7
Cc1cccc(NC(=O)CSc2nc(-c3ccccc3)cc(=O)[nH]2)c1C | -1
CN1CCC(N2CCN(Cc3ccccc3Cl)CC2CCO)CC1 (stereo not given) | 3
CC(=O)Nc1ccc(OS(C)(=O)=O)cc1 | -4
CCCn1nnnc1NC(=O)c1cccs1 | 10
CC1CN(CC(O)COC2CC3CCC2(C)C3(C)C)CC(C)O1 (stereo not given) | 1
COc1ccc(NC(=O)C2C(C)=NC(=S)NC2c2cccs2)c(OC)c1 (stereo not given) | 8
O=C(CC1c2ccccc2CCc2ccccc21)NCc1ccncn1 | -2
Fc1ccc(-c2n[nH]c3c2CN(CC2CC2)CC3)cc1F | 9
CC(C)(C)c1[nH]nc2c1C(c1cccc(OCc3ccccc3)c1)C(C#N)C(=N)O2 (stereo not given) | -1
O=C(CN(c1ccc(F)cc1)S(=O)(=O)c1ccc2c(c1)OCCO2)NCc1cccnc1 | 2
CCOC(=O)C1C(CN2CCN(c3cccc(OC)c3)CC2)=NC(=O)NC1c1ccc(OC)cc1 (stereo not given) | -9
CCOC(=O)N1CCC(NC(=O)c2cnn(-c3cccc(Cl)c3C)c2C2CCN(C(=O)OC(C)(C)C)CC2)CC1 | 4
O=S(=O)(c1cnccc1NN1CCCC1)N1CCCCC1 | 0
COc1ccc(Cn2c(C(=O)O)c(CNCc3ccco3)c3ccc(OC)cc32)cc1 | 2
CCn1ncc(C2c3c(n[nH]c3C)OC(=N)C2C#N)c1C (stereo not given) | -8
Cc1ccc2oc(C(=O)Nc3sc4c(c3C(=O)NCc3ccco3)CCC4)cc(=O)c2c1 | -3

Assay outcomes: PubChem, Icahn School of Medicine at Mount Sinai

This is a subset (hit frequency here may not be typical).
